CHRM4 antagonist = CHRM4 antagonism in calcium assay; CHO-hM4 cells, ACh EC80, Fluo-8 calcium fluorescence; inhibition, % at 3 µM; hit rate 0.73% among 360,000; AID 624125;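 active means inhibition above its plate's cutoff, the mean inhibition of sample wells plus 3 SD, cut at about 27% in these data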;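 further: 0% = acetylcholine EC80 with DMSO and 100% = DMSO without agonist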
M1 ag = activates human CHRM1 receptor; activation, % at 3 µM; AID 588814; hit rate 0.33% among 360,000; CHO-K1 hM1, Fluo-8 calcium fluorescence, agonist mode; 0% DMSO, 100% acetylcholine EC100;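 active means activation above the run's mean compound activation plus 3 SD, cut at about 16% in these data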;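 further: peak over basal fluorescence ratio within a 140 s kinetic read after compound addition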
Target sequence (P11229 whole entry, looked up): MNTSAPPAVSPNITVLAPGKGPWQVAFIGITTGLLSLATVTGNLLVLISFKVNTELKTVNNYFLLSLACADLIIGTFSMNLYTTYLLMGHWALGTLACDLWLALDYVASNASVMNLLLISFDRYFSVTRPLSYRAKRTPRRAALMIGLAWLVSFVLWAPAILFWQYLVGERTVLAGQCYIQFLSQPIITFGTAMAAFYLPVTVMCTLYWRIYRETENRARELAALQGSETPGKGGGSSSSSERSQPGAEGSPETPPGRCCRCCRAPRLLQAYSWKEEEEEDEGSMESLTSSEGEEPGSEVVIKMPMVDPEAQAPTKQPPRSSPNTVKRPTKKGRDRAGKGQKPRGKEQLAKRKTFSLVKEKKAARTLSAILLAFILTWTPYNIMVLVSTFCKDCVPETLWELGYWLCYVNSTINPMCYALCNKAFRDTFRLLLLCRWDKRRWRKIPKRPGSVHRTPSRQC
CHRM5 antagonist = antagonists of human muscarinic M5 receptor (CHRM5). CHO-hM5 cells, Fluo-8 calcium fluorescence, ACh EC80. P08912. hit rate 0.59% among 360,000. inhibition, % at 3 µM. AID 624040;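 active means inhibition above a per-plate cutoff, the mean of that plate's test compounds plus 3 SD, cut at about 27% in these data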;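 further: 0% = acetylcholine EC80 with DMSO and 100% = DMSO without agonist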
CHRM1 antagonist = antagonists of human M1 muscarinic receptor. P11229. hit rate 1.3% among 360,000. inhibition, % at 3 µM. CHO-K1 hM1, Fluo-8 calcium fluorescence, ACh EC80 antagonist. AID 588852;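 active means percent inhibition above its own plate's cutoff, namely the mean of that plate's compound wells plus 3 SD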;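 further: peak over basal fluorescence ratio during 140 s after agonist addition; 0% = ACh EC80 plus DMSO and 100% = DMSO alone without agonist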
M5 PAM = potentiates acetylcholine response at human M5 receptor; P08912; CHO-K1 hM5, Fluo-8 calcium, ACh EC20 PAM; 0% = ACh EC20, 100% = ACh EC100; activation, % at 3 µM; hit rate 0.3% among 360,000;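 active means activation above the run cutoff, the mean activation of all test compounds plus 3 SD, cut at about 18% in these data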
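Assay system – human M5 receptor in CHO-K1 cells · Read-out – % activation, ACh-normalized · Technique – Fluo-8 calcium fluorescence · Dosing – single-point, 3 µM nominal · Incubation – Fluo-8 loading 80 min at 37 °C plus 30 min room temperature · Repeats – singlicate, one well per test compound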
TAAR1 ag = agonists of human TAAR1 | Q96RJ0 | CHO RD-HGA16 TAAR1, Fluo-8 calcium fluorescence; vehicle wells 0%, saturating PEA agonist 100% | activation, % at 3 µM | hit rate 0.99% among 360,000;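 active means activation above the mean activation of all test compounds in the run plus 3 SD, cut at about 38% in these data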
Target sequence (Q96RJ0 whole entry, looked up): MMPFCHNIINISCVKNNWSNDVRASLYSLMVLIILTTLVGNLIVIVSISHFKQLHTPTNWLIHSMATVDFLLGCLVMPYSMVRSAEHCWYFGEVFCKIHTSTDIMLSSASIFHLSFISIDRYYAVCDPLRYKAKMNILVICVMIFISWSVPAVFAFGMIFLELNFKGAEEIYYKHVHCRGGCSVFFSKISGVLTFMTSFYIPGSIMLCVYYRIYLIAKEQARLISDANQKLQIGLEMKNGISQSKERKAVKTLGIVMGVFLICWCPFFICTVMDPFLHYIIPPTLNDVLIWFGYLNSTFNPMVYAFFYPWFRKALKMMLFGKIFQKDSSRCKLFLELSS
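Repeats: no replicates (n 1) | Material: CHO-derived RD-HGA16 cells with stable Gα16 and human TAAR1 | Technique: Kinetic Fluo-8 calcium fluorescence | Schedule: 17-24 h seeding, 75 min 37 °C dye, 30 min RT | Evaluation: % activation from peak over basal fluorescence ratio, DMSO-to-PEA scaled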
M1 PAM = human CHRM1 positive allosteric modulation | P11229 | CHO-K1 hM1, Fluo-8 calcium fluorescence, ACh EC20; 0% = ACh EC20, 100% = maximal ACh | activation, % at 3 µM | hit rate 0.088% among 360,000 | AID 588819; in the data active means activation above about 19%, passing the limit was not always enough
M4 ag = CHRM4 agonism in calcium assay | CHO-K1 hM4/Gqi5, Fluo-8 calcium fluorescence; vehicle 0%, full acetylcholine response 100% | activation, % at 3 µM | hit rate 0.14% among 360,000 | AID 624127;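 active means activation above the run mean over all test wells plus 3 SD, cut at about 32% in these data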;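 further: peak over basal fluorescence ratio per well then scaled between controls; 0% = DMSO wells and 100% = acetylcholine at EC100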
M5 ag = agonists of human muscarinic M5 receptor (CHRM5). activation, % at 3 µM. hit rate 0.19% among 360,000. P08912. AID 624037. CHO-K1 hM5 cells, Fluo-8 calcium fluorescence; 0% DMSO wells, 100% maximal acetylcholine response;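 active means activation above the run's mean over test compounds plus 3 SD, cut at about 23% in these data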;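 further: signal is peak over basal fluorescence ratio across the kinetic read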
Starred values were filed as active, the others as inactive. An excerpt; the hit share may differ from the screen's.

Labels used below: A = CHRM4 antagonist; B = M1 ag; C = CHRM5 antagonist; D = CHRM1 antagonist; E = M5 PAM; F = TAAR1 ag; G = M1 PAM; H = M4 ag; I = M5 ag
O=C(CCl)N1CCCC1c1ccc2c(c1)OCCO2 (stereo not drawn)
  A: 6 | B: -4 | C: 7 | D: -1 | E: -3 | F: 4 | G: -3 | H: 0 | I: -4

O=C(Cc1cccs1)N1CCN=C1SCc1cccc(F)c1
  A: 3 | B: -4 | C: 2 | D: -11 | E: 3 | F: -2 | G: 9 | H: 1 | I: -7

CCC(C)n1c(-c2cccc(S(=O)(=O)N3CCOCC3)c2)n[nH]c1=S (stereo not drawn)
  A: -5 | B: -5 | C: 9 | D: -7 | E: -3 | F: 3 | G: 3 | H: 1 | I: 1

Cc1cccc(C)c1OCC(=O)NNC(=O)CCNC(=O)c1ccco1
  A: -4 | B: -2 | C: 0 | D: -11 | E: 2 | F: 0 | G: 10 | H: 1 | I: 2

COc1ccc(S(=O)(=O)NC(C)C(=O)Nc2cccc(C(C)=O)c2)cc1 (stereo not drawn)
  A: -2 | B: -7 | C: -6 | D: -19 | E: 2 | F: 3 | G: 6 | H: 1 | I: -4

COCc1cc(C)nc(SCC[N+](C)(C)CC(=O)c2ccccc2)c1C#N
  A: 4 | B: -8 | C: 0 | D: 6 | E: 4 | F: 2 | G: -4 | H: 0 | I: -9

CCOc1ccc(S(=O)(=O)N2CCC(C(=O)NCc3cccnc3)CC2)cc1
  A: 6 | B: -4 | C: 11 | D: -3 | E: -5 | F: 3 | G: 5 | H: 1 | I: -3

COCCSc1ncnc2c1oc1nc3c(cc12)COC(C)(C)C3
  A: 4 | B: -1 | C: 4 | D: -14 | E: 2 | F: 11 | G: 6 | H: 3 | I: 3

CCOC(=O)c1c(C)[nH]c(C(=O)OCC(=O)NCc2ccc(F)cc2)c1C
  A: 1 | B: -5 | C: 12 | D: -3 | E: 3 | F: 7 | G: 1 | H: 1 | I: -2

CCOC(=O)c1cnc2ccc(Cl)cc2c1N1CCN(C)CC1
  A: 3 | B: -9 | C: -3 | D: 0 | E: 1 | F: 5 | G: -1 | H: 0 | I: -2

CCC(=O)Nc1cccc(C(=O)c2ccc(C)c(C)c2)c1
  A: -1 | B: -2 | C: 2 | D: 8 | E: -1 | F: 3 | G: -1 | H: 3 | I: -1

Fc1ccc(-c2nc(-c3cccs3)no2)cc1
  A: 2 | B: -2 | C: 1 | D: -16 | E: 2 | F: 7 | G: 7 | H: 0 | I: 3

Cc1ccnc(NCc2cccc3ccccc23)c1
  A: -1 | B: -6 | C: 7 | D: -6 | E: -7 | F: 2 | G: 4 | H: 1 | I: -1

COC(=O)[C@]1(Cc2ccccc2)N[C@H](c2ccc(-c3ccccc3)cc2)[C@@H]2C(=O)N(C)C(=O)[C@@H]21
  A: 3 | B: 10 | C: 5 | D: -4 | E: -1 | F: 11 | G: 10 | H: 3 | I: 1

CCC1(c2ccccc2)NC(=O)N(CC(=O)NCc2ccc(F)cc2)C1=O (stereo not drawn)
  A: 11 | B: 0 | C: 19 | D: 11 | E: -5 | F: 1 | G: -5 | H: 2 | I: -2

CN(C)c1nc2sc3c(c2c(=O)n1C)CC(C)(C)OC3
  A: -5 | B: -4 | C: 3 | D: -9 | E: 8 | F: 4 | G: 7 | H: 1 | I: 3

CCOC(=O)C1CCN(C(=O)COC(=O)COc2ccccc2OC)CC1
  A: -1 | B: 0 | C: 3 | D: -8 | E: 0 | F: 6 | G: 12 | H: 1 | I: 2

CCSc1oc(-c2ccco2)nc1S(=O)(=O)c1ccccc1
  A: -12 | B: -8 | C: 1 | D: -4 | E: 0 | F: 4 | G: 5 | H: -2 | I: -5

CCCCN(C)Cc1cc(=O)oc2cc3c(cc12)CCCC3
  A: 5 | B: -3 | C: 5 | D: -15 | E: 2 | F: 16 | G: 2 | H: -1 | I: -6

O=C(Nc1ccc(Cl)cc1)Nc1ccc(N2CCCC2)c(S(=O)(=O)Nc2ccccc2Cl)c1
  A: 16 | B: -7 | C: 27* | D: 12 | E: -15 | F: 9 | G: -5 | H: 6 | I: -1

CCCS(=O)(=O)NC(=O)C1(C)CCCN(C(=O)c2ccc3ccccc3c2)C1 (stereo not drawn)
  A: -6 | B: 0 | C: -3 | D: -26 | E: 3 | F: 0 | G: 16 | H: 1 | I: 1

COc1ccc(C(=O)NCC(c2ccco2)N2CCc3ccccc32)cc1OC (stereo not drawn)
  A: -21 | B: -5 | C: 1 | D: -10 | E: 3 | F: 2 | G: 7 | H: 2 | I: -5

CCN(Cc1nc(-c2cccc(C)c2)no1)C(=O)c1ccco1
  A: 4 | B: -3 | C: 5 | D: -2 | E: 8 | F: 1 | G: 8 | H: 2 | I: 2

CN(Cc1ccccc1)C(=O)COC(=O)c1cc(-c2ccc(Cl)s2)nc2ccccc12
  A: 3 | B: 0 | C: 0 | D: 0 | E: -4 | F: 7 | G: 3 | H: -1 | I: 0

O=C(COc1ccccc1/C=C1/NC(=O)NC1=O)Nc1ccccc1
  A: -4 | B: -7 | C: -7 | D: -8 | E: -6 | F: 1 | G: 11 | H: 3 | I: -3

Cc1ccc(S(=O)(=O)N2CCN(S(=O)(=O)c3ccccc3Br)C2=O)cc1
  A: -18 | B: -1 | C: -3 | D: -16 | E: -7 | F: 1 | G: 6 | H: 2 | I: -2

CCCCC(C)Sc1nc2c([nH]1)c(=S)n(C)c(=O)n2C (stereo not drawn)
  A: -7 | B: -2 | C: 11 | D: 2 | E: -7 | F: 2 | G: -12 | H: 7 | I: -3

CC(C)CC(=O)c1c[nH]c(C(=O)NCC2CCCO2)c1 (stereo not drawn)
  A: -1 | B: -2 | C: 0 | D: -35 | E: 9 | F: 7 | G: 7 | H: 2 | I: 0

O=C(N/N=C/c1cc([N+](=O)[O-])ccc1O)C12CC3CC(CC(C3)C1)C2
  A: 6 | B: -2 | C: 5 | D: -5 | E: 2 | F: 1 | G: 6 | H: 1 | I: 3

COc1ccccc1NC(=O)Cn1c(=O)n(C)c(=O)c2sc3c(c21)COC(C)(C)C3
  A: -7 | B: -1 | C: 4 | D: -9 | E: 4 | F: 1 | G: 13 | H: 3 | I: -3

Cc1ccc(C(=O)CCC(=O)Nc2ncccc2C)cc1
  A: -2 | B: 8 | C: 0 | D: -1 | E: 19* | F: 2 | G: 16 | H: 2 | I: 8

O=C(c1ccc(OC2CCN(Cc3ccccn3)CC2)cc1)N1CCCCCC1
  A: -1 | B: -7 | C: -8 | D: 1 | E: 5 | F: 2 | G: -3 | H: 1 | I: -8

COc1ccc(C2C(C(=O)c3ccc(C)o3)=C(O)C(=O)N2Cc2ccco2)cc1OC (stereo not drawn)
  A: -9 | B: -2 | C: -10 | D: -7 | E: 4 | F: 0 | G: 7 | H: 1 | I: -4

COc1ccc([C@H]2CC(=O)C=C(c3cc(C=O)ccc3OC)C2)cc1OC
  A: 5 | B: -2 | C: 13 | D: 9 | E: -7 | F: 4 | G: -6 | H: 3 | I: -2

CC(C)C1C(=O)N(Cc2cn(Cc3ccco3)nn2)CCS(=O)(=O)N1Cc1ccc(-c2cccc(N(C)C)c2)cc1 (stereo not drawn)
  A: -14 | B: -4 | C: -5 | D: -13 | E: 6 | F: 0 | G: 6 | H: -2 | I: 0

Cc1ccc(-c2nnc(NCCCO)c3ccccc23)cc1
  A: 2 | B: -8 | C: 10 | D: 2 | E: 1 | F: 4 | G: 1 | H: -1 | I: -4

C=CC[C@H](CC(=O)N(CCO)Cc1ccccc1)C(=O)NCCOC(=O)[C@@H](CC=C)Cc1ccc(F)cc1
  A: 1 | B: -5 | C: 12 | D: 20 | E: -12 | F: 9 | G: -12 | H: 10 | I: 1

O=C(N/N=C/c1ccc(Br)cc1)c1ccc(F)cc1
  A: -2 | B: -3 | C: 2 | D: 3 | E: -2 | F: -1 | G: 9 | H: 1 | I: -3

O=C(CSc1nnnn1C1CC2C=CC1C2)Nc1ccc(C(=O)O)cc1 (stereo not drawn)
  A: 0 | B: -3 | C: -1 | D: 4 | E: 7 | F: 1 | G: -8 | H: 1 | I: 1

CC(C)C[C@H](NC(=O)C1CC(=O)N(c2ccc3c(c2)OCCO3)C1)C(=O)N1CCCCC1 (stereo partly drawn)
  A: -4 | B: 0 | C: -5 | D: 7 | E: 6 | F: 4 | G: 2 | H: 2 | I: 1

CCCCN=C1NC(=O)C(CC(=O)Nc2ccc(Cl)cc2)S1 (stereo not drawn)
  A: 5 | B: -4 | C: 3 | D: -2 | E: -3 | F: 3 | G: 5 | H: 1 | I: 1

NS(=O)(=O)c1ccc(NC(=O)CN2CCN(S(=O)(=O)c3ccc(F)cc3)CC2)cc1
  A: 4 | B: 1 | C: 16 | D: -3 | E: -3 | F: 1 | G: 6 | H: 0 | I: -4

CS(=O)(=O)c1ccc2nc(NC(=O)CN3CCOCC3)sc2c1
  A: 5 | B: 0 | C: 3 | D: -14 | E: 3 | F: 0 | G: 15 | H: 1 | I: 1

Molecules listed so far containing fluorine (7):
Labels used below: A = CHRM4 antagonist; B = M1 ag; C = CHRM5 antagonist; D = CHRM1 antagonist; E = M5 PAM; F = TAAR1 ag; G = M1 PAM; H = M4 ag; I = M5 ag
O=C(Cc1cccs1)N1CCN=C1SCc1cccc(F)c1
  A: 3 | B: -4 | C: 2 | D: -11 | E: 3 | F: -2 | G: 9 | H: 1 | I: -7

CCOC(=O)c1c(C)[nH]c(C(=O)OCC(=O)NCc2ccc(F)cc2)c1C
  A: 1 | B: -5 | C: 12 | D: -3 | E: 3 | F: 7 | G: 1 | H: 1 | I: -2

Fc1ccc(-c2nc(-c3cccs3)no2)cc1
  A: 2 | B: -2 | C: 1 | D: -16 | E: 2 | F: 7 | G: 7 | H: 0 | I: 3

CCC1(c2ccccc2)NC(=O)N(CC(=O)NCc2ccc(F)cc2)C1=O (stereo not drawn)
  A: 11 | B: 0 | C: 19 | D: 11 | E: -5 | F: 1 | G: -5 | H: 2 | I: -2

C=CC[C@H](CC(=O)N(CCO)Cc1ccccc1)C(=O)NCCOC(=O)[C@@H](CC=C)Cc1ccc(F)cc1
  A: 1 | B: -5 | C: 12 | D: 20 | E: -12 | F: 9 | G: -12 | H: 10 | I: 1

O=C(N/N=C/c1ccc(Br)cc1)c1ccc(F)cc1
  A: -2 | B: -3 | C: 2 | D: 3 | E: -2 | F: -1 | G: 9 | H: 1 | I: -3

NS(=O)(=O)c1ccc(NC(=O)CN2CCN(S(=O)(=O)c3ccc(F)cc3)CC2)cc1
  A: 4 | B: 1 | C: 16 | D: -3 | E: -3 | F: 1 | G: 6 | H: 0 | I: -4
